HDAC3 inh: HDAC3 deacetylase inhibitors, primary screen, biochemical, fluorescence, cell-free homogeneous; inhibition, % at 8.3 µM; recombinant HDAC3, fluorogenic peptide/trypsin coupled; 0.15% of 320,000 active; Histone deacetylase 3 (Homo sapiens), O15379; AID 2718, 2010; in the data active means inhibition above about 26%, passing the limit was not always enough; inconclusive means no clear call, values can overlap the other calls
Target sequence (O15379 whole entry, looked up): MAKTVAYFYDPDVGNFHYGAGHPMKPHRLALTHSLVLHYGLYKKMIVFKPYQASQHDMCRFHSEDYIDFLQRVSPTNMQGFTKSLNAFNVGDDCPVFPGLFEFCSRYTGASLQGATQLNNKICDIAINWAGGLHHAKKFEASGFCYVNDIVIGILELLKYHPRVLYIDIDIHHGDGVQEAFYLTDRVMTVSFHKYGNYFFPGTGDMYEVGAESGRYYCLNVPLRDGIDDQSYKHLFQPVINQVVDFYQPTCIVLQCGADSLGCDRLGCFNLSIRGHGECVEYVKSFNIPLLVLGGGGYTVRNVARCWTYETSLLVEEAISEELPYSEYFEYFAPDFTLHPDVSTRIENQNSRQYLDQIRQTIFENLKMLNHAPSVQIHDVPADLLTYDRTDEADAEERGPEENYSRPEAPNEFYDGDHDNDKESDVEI
RGS4 act: RGS4 potentiators or activators, primary screen, cell-based, HEK293 M3R inducible RGS4, calcium flux; carbachol calcium flux Fluo4; active compounds read low; B-score at 10 µM; 0.92% of 310,000 active;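 active means B-score of the integrated calcium signal more than 4 SD below the library mean, with starting fluorescence not abnormally high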;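 further: negative B-score means reduced calcium response which marks RGS4 activation or potentiation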
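Also added: carbachol at ECmax as muscarinic agonist stimulus; Assay system: HEK293 cells with stable M3R and inducible RGS4; Timing: overnight RGS4 induction, 30 min dye load 37 °C, 20 min compound RT; Measured by: Fluo4-AM (2 µM) calcium-flux fluorescence, kinetic read.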
MrgX1 ag: agonists of human MrgX1 receptor, primary screen, HEK293 cells, Fluo-4 calcium flux; 0.44% of 310,000 active; AID 588627, 2011; Fluo-4 calcium fluorescence, agonist mode; active compounds read high; Mas-related G-protein coupled receptor member X1 (Homo sapiens), Q96LB2; B-score at 10 µM;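 active means calcium response B-score plate-corrected fluorescence ratio at least 3 library SD, with starting fluorescence B-score inside 5 SD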
Target sequence (Q96LB2 whole entry, looked up): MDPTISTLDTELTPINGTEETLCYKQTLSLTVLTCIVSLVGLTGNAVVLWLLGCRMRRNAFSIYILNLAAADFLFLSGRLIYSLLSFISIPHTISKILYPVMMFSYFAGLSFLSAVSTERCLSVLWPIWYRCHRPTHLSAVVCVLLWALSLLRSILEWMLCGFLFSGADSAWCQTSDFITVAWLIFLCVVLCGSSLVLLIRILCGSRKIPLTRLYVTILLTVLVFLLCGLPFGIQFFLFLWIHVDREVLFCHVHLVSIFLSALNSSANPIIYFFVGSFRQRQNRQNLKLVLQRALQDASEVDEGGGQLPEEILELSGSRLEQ
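Material: MrgX1-expressing HEK293 cells; input: 15,000 cells per well; doses: test compound given as first of three sequential additions; schedule: overnight plating before 1 h dye loading; technique: Fluo-4 NW calcium-flux fluorescence, kinetic read; evaluation: baseline-normalised fluorescence change ratio, B-scored; control set: plate-wise positive and negative controls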
TRPC6 inh: mouse TRPC6 channel inhibitors, primary screen, cell-based, HEK293, membrane potential dye; Short transient receptor potential channel 6 (Mus musculus), Q61143; ACh-evoked depolarization; active compounds read low; B-score at 10 µM; 1.1% of 310,000 active; AID 2553, 2010;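 active means B-score under library mean minus 3 SD, initial fluorescence not abnormally high, positive integrated signal ratio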;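 further: B-score derived from integrated fluorescence ratio over the kinetic read; more negative B-score means stronger inhibition of depolarization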
RGS4 inh: RGS4 inhibitors, primary screen, cell-based, HEK293 M3R inducible RGS4, calcium flux | B-score at 10 µM | AID 463165, 2010 | Fluo-4 calcium flux; active compounds read high; triggered by carbachol at its EC20 | Regulator of G-protein signaling 4 (Homo sapiens), P49798 | 0.45% of 310,000 active;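 active means B-score, a plate-corrected calcium signal, over three deviations above library mean, with baseline fluorescence within five deviations of library mean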;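 further: RGS4 expression induced by doxycycline in cells with stable M3 receptor; B-score is computed from the integrated fluorescence ratio over baseline after carbachol; higher B-score means a larger calcium signal and so more RGS4 inhibition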
Target sequence (P49798 whole entry, looked up): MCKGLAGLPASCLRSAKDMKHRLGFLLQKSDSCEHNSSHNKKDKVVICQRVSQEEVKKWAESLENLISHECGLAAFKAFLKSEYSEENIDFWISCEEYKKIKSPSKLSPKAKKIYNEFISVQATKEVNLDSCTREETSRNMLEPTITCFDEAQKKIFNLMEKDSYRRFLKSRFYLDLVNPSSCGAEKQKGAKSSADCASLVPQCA
ANO1 block: TMEM16A chloride channel inhibitors, primary screen, cell-based, HTS; HEK293 TMEM16A/YFP iodide influx fluorescence, ionomycin; normalized B-score (activity score, 25-100; higher = stronger inhibition) at 10 µM; 1.2% of 310,000 active; Anoctamin-1 (Mus musculus), Q8BHY3; AID 588511, 2011;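 active means ratio plate-corrected score three or more library SD toward inhibition, starting fluorescence score within five deviations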;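 further: score derived from kinetic fluorescence span divided by baseline fluorescence per well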
TRPC6 activator: mouse TRPC6 channel activators, primary screen, cell-based, HEK293, membrane potential dye | B-score at 10 µM | 0.13% of 310,000 active | HEK293-TRPC6 membrane potential dye fluorescence; active compounds read high | AID 2550, 2010;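 active means B-score of the integrated fluorescence ratio above library mean plus 3 SD, and starting fluorescence ratio within library mean plus 5 SD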;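 further: higher score means more depolarization so channel activation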
MrgX1 antagonist: antagonists of human MrgX1 receptor, primary screen, HEK293 cells, Fluo-4 calcium flux; 1.3% of 310,000 active; Mas-related G-protein coupled receptor member X1 (Homo sapiens), Q96LB2; B-score at 10 µM; BAM8-22 antagonism; active compounds read low;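 active means calcium-response B-score plate-corrected more than 3 library SD below zero, starting fluorescence within 5 deviations, no agonist response on first addition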;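 further: peak minus trough fluorescence over baseline after final BAM8-22 challenge near maximal dose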
MrgX1 PAM: positive allosteric modulators of MrgX1, primary screen, HEK293 cells, Fluo-4 calcium flux; FDSS; active compounds read high; B-score at 10 µM; Mas-related G-protein coupled receptor member X1 (Homo sapiens), Q96LB2; 0.63% of 310,000 active;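 active means plate-corrected calcium response at least 3 library SD above typical, normal starting fluorescence, not activating the receptor alone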;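 further: compound read alongside a low EC10 to EC30 dose of BAM8-22 agonist; peak minus trough fluorescence over baseline measured at the second addition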
ANO1 activ: TMEM16A chloride channel activators or potentiators, primary screen, cell-based, HTS | 0.3% of 340,000 active | Anoctamin-1 (Mus musculus), Q8BHY3 | B-score at 10 µM | AID 623877, 2012 | HEK293 TMEM16A/YFP-H148Q/I152L, iodide quench fluorescence; active compounds read low;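 active means fluorescence-ratio B-score plate-corrected deviation score at least 3 library SD below zero, with starting fluorescence score within 5 deviations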;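 further: channel opened by trigger with iodide after compound preincubation; score built on the fluorescence ratio of max minus min over baseline; more negative score means more quench and so TMEM16A activation or potentiation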
SKKanGAS inh: S. pyogenes SKKanGAS growth inhibitors in kanamycin, primary screen, streptokinase expression inhibitor project, SKKanGAS strain, BacTiter-Glo luminescence; 6 h; inhibition, % at 7.5 µM; 1.3% of 300,000 active; AID 1662, 2009;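 active means mean replicate score, as percent of positive control median, at least 50; inconclusive means mean below 50 but one replicate at or above 50; inactive means mean and every replicate below 50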;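 further: strain carries kanamycin resistance gene driven by streptokinase promoter and grows in 40 µg/ml kanamycin; loss of luminescence reflects streptokinase promoter inhibition or plain growth inhibition; 0% = median of DMSO wells and 100% = positive control at its reference dose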
The depositor's hits bear a star; i = inactive; ? = inconclusive; / = not tested or not shown.

SMILES	HDAC3 inh	RGS4 act	MrgX1 ag	TRPC6 inh	RGS4 inh	ANO1 block	TRPC6 activator	MrgX1 antagonist	MrgX1 PAM	ANO1 activ	SKKanGAS inh
COC(=O)c1c(C)[nH]c(C(=O)OCC(=O)NC(C)(C)C)c1C	-2	i	i	i	i	i	i	i	i	i	7
CCOc1ccc(N(CC(=O)N2CCC(Cc3ccccc3)CC2)S(C)(=O)=O)cc1	1	i	i	i	i	i	i	i	i	i	0
O=C(O)c1ccc(-c2cccc(Cl)c2)o1	7	i	i	i	i	i	i	i	i	i	-7
COc1ccc(OC)c(CNC(=O)C2CCCN(c3ncnc4c3nc3n4CCCCC3)C2)c1 (centres undefined)	-4	i	i	i	i	i	i	i	i	i	-4
Cc1n[nH]c(C)c1S(=O)(=O)N1CCc2ccccc2C1	-3	i	i	i	i	i	i	i	8.4*	i	-1
Cc1ccc(N2CN=c3s/c(=C\c4ccccn4)c(=O)n3C2)cc1	-3	i	i	i	i	i	i	i	i	i	-1
Cc1ccc(C)c(N2CCN(C(=O)c3ccc(N4CCOCC4)c([N+](=O)[O-])c3)CC2)c1	-2	i	i	i	i	i	i	i	i	i	5
O=C(O)c1ccc(NS(=O)(=O)c2ccc3c(c2)OCCCO3)cc1	4	i	i	i	i	i	i	i	i	i	-3
CCn1c(/C=C/c2c(C)[nH]c3ccccc23)nc2ccccc2c1=O	/	i	i	i	i	i	i	-5.3*	i	i	3
CCc1cc(C(N)=S)ccn1	1	i	i	i	i	i	i	i	i	i	0
CC(=O)Nc1ccc(S(=O)(=O)N2CCN(S(=O)(=O)c3ccc(F)c(F)c3F)CC2)cc1	-2	i	i	i	i	i	i	i	i	i	8
CCN(c1ccccc1)S(=O)(=O)c1ccc(C(=O)Nc2nccs2)cc1	1	i	i	i	i	i	i	i	i	i	-9
O=C(CN1CCOCC1)Nc1ccccc1Cl	-7	i	i	i	i	i	i	i	i	i	-5
c1cnc2ccc(C(c3nnnn3C3CCCCC3)N3CCN4CCCC4C3)cc2c1 (centres undefined)	-10	i	i	i	i	i	i	i	i	i	-2
O=C(C[n+]1cc(-c2ccc(Cl)c(Cl)c2)n2c1CCC2)OCc1ccccc1	2	i	i	i	i	i	i	i	i	i	7
O=C(CCCCCN1C(=O)c2ccccc2C1=O)Nc1ccc(F)cc1	-3	i	i	i	i	i	i	i	i	i	-2
O=C(NCCc1ccccc1)C1CCCN(c2nc3ccccc3s2)C1 (centres undefined)	-8	i	i	i	i	i	i	i	i	i	8
COc1cc(C(=O)OCC(=O)N(C)C)cc(NC(=O)c2ccco2)c1OC	11	i	i	i	i	100*	i	i	i	i	5
COc1ccc(Nc2nc(C(=O)N3CCc4cc(OC)c(OC)cc4C3)cs2)cc1	0	i	i	i	i	i	i	i	i	i	-3
Nn1c(SCC(=O)N2CCc3ccccc3C2)nnc1-c1cccs1	-1	i	i	i	i	i	i	i	i	i	-4
CCC(=O)Nc1nc(C)c(C(=O)N2CCCCC2)s1	2	i	i	i	i	i	i	i	i	/	6
COc1ccc(C(=O)n2nc(-c3ccc(OC)cc3)nc2N)cc1	59*	i	i	i	i	i	i	i	i	i	-7
O=C(CCNS(=O)(=O)c1ccc(Br)cc1)N1CCN(c2ccccc2O)CC1	/	i	i	i	i	i	i	i	i	i	29
COC(=O)c1cc(C(C)=O)c(C)[nH]c1=O	5	i	i	i	i	i	i	i	i	i	-2
CC(C)=CCC(C)(C)CNC(=O)NC1CCCCC1	-1	i	i	i	i	i	i	i	i	i	0
CC(C)CNC(=O)CC(c1ccccc1)c1c(O)ccc2ccccc12 (centres undefined)	-7	i	i	i	i	i	i	i	i	i	-4
COCCOC1CCN(C(=O)c2cc(COc3ccc(-n4cncn4)cc3)on2)CC1	-4	i	i	i	i	i	i	i	i	i	-4
CS(=O)(=O)c1nncn1-c1ccccc1	6	i	i	i	i	i	i	i	i	i	0
COc1cccc(C(=O)NCC(=O)N2CCC3(CC2)NCCc2[nH]cnc23)c1	2	i	i	i	i	i	i	i	i	i	-2
C=CCn1c(=O)c2ccc(C(=O)NCc3ccccc3)cc2n(Cc2ccc(Cl)cc2)c1=O	-3	i	i	i	i	i	i	i	i	i	-1
Cc1cc(C)c(S(=O)(=O)Nc2nnc(C(C)C)s2)c(C)c1	10	i	i	i	i	i	i	i	i	i	6
Cc1ccc(C)c(OCC(=O)Nc2nonc2NC(=O)COc2cc(C)ccc2C)c1	2	i	i	i	i	i	i	i	i	i	5
CC(=O)Nc1ccc2nc(NC(=O)c3cccs3)sc2c1	6	i	i	i	i	i	i	i	i	i	-8
CCCc1nc(N)c(C#N)c(N)c1C#N	4	i	i	i	i	i	i	i	i	i	0
COCCNC(=O)CNC(=S)N(CCCN1CCOCC1)Cc1cccs1	-1	i	i	i	i	i	i	i	i	i	0
Cc1c(O)ccc(C(=O)CN2CCN(Cc3ccc4c(c3)OCO4)CC2)c1O	5	i	i	i	i	i	i	i	i	i	1
CCOC(=O)c1cc(-c2nnc(SCC(=O)Nc3ccc(F)cc3)o2)c(C)nc1C	8	i	i	i	i	i	i	i	i	i	-3
CCCCn1c(N)c(N(CC(C)C)C(=O)c2cc(S(=O)(=O)N3CCOCC3)ccc2Cl)c(=O)[nH]c1=O	/	i	i	i	i	i	i	i	i	i	1
Cc1ccc(S(=O)(=O)NCCC(=O)OCC(=O)Nc2cccc(S(=O)(=O)NC3=NCCCCC3)c2)cc1	1	i	i	i	i	i	i	i	i	i	-1
CN(C(=O)CSc1nnc2ccccn12)C1CCS(=O)(=O)C1 (centres undefined)	-9	i	i	i	i	i	i	i	i	i	-1
Cc1onc(-c2ccccc2Cl)c1C(=O)Nc1cccc(-c2cn3cccnc3n2)c1	-144	/	i	/	/	25*	/	i	i	i	/
CC(C)CN(C(=O)CN(C)C(=O)c1ccco1)c1c(N)n(CC(C)C)c(=O)[nH]c1=O	-2	i	i	i	i	i	i	i	i	i	-5
CC(=O)Nc1ccc2nc(CN3CCN(CC=C(C)C)C(CCO)C3)ccc2c1 (centres undefined)	-9	i	i	i	i	i	i	i	i	i	6
CCN1CCN(CCOCCOc2ccccc2-c2ccccc2)CC1	2	i	i	i	i	i	i	i	i	/	-4
COc1nc(NCCc2ccc(OC)c(OC)c2)nc(NC(C)(C)CO)n1	-2	i	i	i	i	i	i	i	i	i	6
COc1ccc(CNCC(O)COc2cccc3c2OC(C)(C)C3)cc1 (centres undefined)	-7	i	i	i	i	i	i	i	i	i	-10
CCOC(=O)c1sc(=NC(=O)c2ccc(F)cc2)n(C)c1C	-7	i	i	i	i	i	i	i	i	i	-6
O=C(NCc1ccncc1)C(=O)NC1CC1	-5	i	i	i	i	i	i	i	i	i	1
COc1ccc(NC(=O)COc2ccc(C(=O)OCC(=O)N(C)C3CCS(=O)(=O)C3)cc2OC)cc1 (centres undefined)	4	i	i	i	i	i	i	i	i	i	-3
N#C/C(=C\c1ccc(O)c(O)c1)C(=O)NCc1ccccc1	/	/	i	/	/	i	/	i	i	i	/
Cc1ncsc1C(=O)N1CCCC(C(=O)c2ccc3ccccc3c2)C1 (centres undefined)	/	i	i	i	i	i	i	i	i	i	3
CCOc1nc(-c2ccccc2)c2cc(Br)ccc2n1	-10	i	i	i	i	i	i	i	i	i	-2
COc1ccc(NC(=O)CN2C(=O)COc3ccc(S(=O)(=O)N4CCCCC4)cc32)c(OC)c1	-2	i	i	i	i	i	i	i	i	i	1
Nn1c(-c2cccc([N+](=O)[O-])c2)nc2ccccc2c1=O	5	i	i	i	i	i	i	i	i	i	1
O=C(O)CCNC(=O)/C(=C\C=C\c1ccccc1)NC(=O)c1ccccc1	/	i	i	i	i	i	i	i	i	i	-7
C/C(=N\NC(=O)c1cccc(O)c1)c1ccc(NC(=O)Cc2ccccc2)cc1	-4	i	i	i	i	i	i	i	i	i	-1
COC(=O)c1ccccc1NC(=O)CSc1nc(O)cc(=O)n1C1CCCC1	-5	i	i	i	i	i	i	i	i	i	25
CCCCOc1ccc(C(=O)NNC(=O)C2C3C=CC(C3)C2C(=O)O)cc1 (centres undefined)	-2	i	i	i	i	i	i	i	i	i	-5
FC(F)(F)c1nc(N2CCN(c3ccccc3)CC2)nc2c1CCCCC2	0	i	i	i	i	i	i	i	i	i	68*
Cc1cc(C)cc(C(=O)NC(=S)Nc2ccc(Cc3ccncc3)cc2)c1	11	i	i	i	i	i	i	i	i	i	3
(list continues)
SMILES	HDAC3 inh	RGS4 act	MrgX1 ag	TRPC6 inh	RGS4 inh	ANO1 block	TRPC6 activator	MrgX1 antagonist	MrgX1 PAM	ANO1 activ	SKKanGAS inh
COc1ccc(CNC(=O)c2csc(Cc3ccc(OC)cc3)n2)cc1	3	i	i	i	i	i	i	i	i	i	-4
O=[N+]([O-])c1cc(O)c2ncccc2c1	2	i	i	i	i	i	i	i	i	/	?
O=C1c2ccccc2C2(c3ccccc3)N1CCN2C(=O)C(Cl)(Cl)Cl (centres undefined)	-8	i	i	i	i	i	i	i	i	i	-3
Cc1cc(C)n2nc(SCc3nc4ccccc4[nH]3)nc2n1	5	i	i	i	i	i	i	i	i	i	-2
COC(=O)c1[nH]c2cc(OC)ccc2c1NC(=O)CCN1CCSCC1	-1	i	i	i	i	i	i	i	i	i	-16

Screening results deposited in PubChem BioAssay by several laboratories.
